m5-HT2A agonist: agonists of mouse serotonin 5-HT2A receptor (HTR2A) | P35363 | CHO-K1 mHTR2A beta-arrestin complementation, luminescence; percent of 30 µM serotonin response | AID 624169 | activation, % at 7.6 µM | hit rate 0.66% among 360,000;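 active means activation above a run cutoff, the mean activation of all tested compounds plus 3 SD, cut at about 14% in these data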;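 further: 0% = plate median of compound wells and 100% = 30 µM serotonin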
PDI turbidity: inhibitors of human protein disulfide isomerase; P07237; AID 588391; hit rate 0.052% among 350,000; PDI insulin aggregation turbidity, A650, 90 min; inhibition, % at 10 µM;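 active means mean inhibition across replicates of 30% or more, whatever share of single replicates reach that level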;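 further: absorbance from insulin aggregation driven by PDI reduction with DTT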
Target sequence (P07237 whole entry, looked up): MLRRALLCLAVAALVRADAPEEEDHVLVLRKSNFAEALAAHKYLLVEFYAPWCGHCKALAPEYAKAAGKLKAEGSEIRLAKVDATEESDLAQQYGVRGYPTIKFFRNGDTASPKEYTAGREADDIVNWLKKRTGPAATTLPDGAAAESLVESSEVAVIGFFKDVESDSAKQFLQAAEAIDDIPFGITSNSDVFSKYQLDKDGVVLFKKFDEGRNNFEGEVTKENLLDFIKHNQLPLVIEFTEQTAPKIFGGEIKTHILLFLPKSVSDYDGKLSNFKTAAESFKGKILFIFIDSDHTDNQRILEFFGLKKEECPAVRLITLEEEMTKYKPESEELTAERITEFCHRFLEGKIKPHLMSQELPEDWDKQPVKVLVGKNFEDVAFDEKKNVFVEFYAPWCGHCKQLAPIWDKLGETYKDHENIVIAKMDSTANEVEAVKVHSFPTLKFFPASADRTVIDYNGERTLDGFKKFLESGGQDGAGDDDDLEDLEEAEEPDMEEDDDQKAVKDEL
Vif imaging: blocks HIV Vif function. HEK293T cells, Vif self-association by quenched fluorescence, imaging, 24 h. inhibition, % at 7.49 µM. hit rate 0.35% among 340,000; in the data active means inhibition above about 50%, passing the limit was not always enough; further: some results filed as inactive read as strong as hits
N-glyco inh: N-linked glycosylation inhibition; AID 588692; D54 ERlucT glycosylation luciferase reporter, 24 h; percent of 100 nM tunicamycin response; hit rate 0.23% among 360,000; reporter increase, % at 12.5 µM;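 active means mean luciferase reporter signal, scaled so untreated is 0 and the glycosylation-blocking control 100, at or above a set limit in every replicate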;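 further: luciferase carries N-glycosylation sites so blocking glycosylation raises the light; 0% = median of neutral control wells and 100% = median of 100 nM tunicamycin wells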
MC4R ag barr: agonists of human melanocortin 4 receptor (MC4R) beta-arrestin | U2OS MC4R beta-arrestin complementation, luminescence; percent of melanotan II response, DMSO zero | activation, % at 8.9 µM | hit rate 0.98% among 360,000;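 active means activation above a per-plate cutoff, the mean activation of sample wells on that plate plus 3 SD, cut at about 8% in these data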
Target sequence (P32245 whole entry, looked up): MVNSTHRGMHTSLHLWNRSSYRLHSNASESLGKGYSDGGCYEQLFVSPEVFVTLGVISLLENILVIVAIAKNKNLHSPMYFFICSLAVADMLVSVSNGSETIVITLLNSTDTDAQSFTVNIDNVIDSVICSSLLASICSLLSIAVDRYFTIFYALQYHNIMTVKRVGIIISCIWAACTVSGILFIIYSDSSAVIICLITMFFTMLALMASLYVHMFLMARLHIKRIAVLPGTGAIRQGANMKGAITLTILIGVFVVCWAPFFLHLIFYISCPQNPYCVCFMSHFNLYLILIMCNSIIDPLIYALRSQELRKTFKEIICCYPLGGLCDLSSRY
CaV13 FRET inh: Disruptors of the CACNA1D IQ motif to Ca2+-dependent inactivation inhibitor domain association, primary screening, Förster resonance energy transfer in intact living …; inhibition, % at 12.3 µM; AID 743397; hit rate 0.098% among 340,000; HEK cells, CFP/YFP FRET ICDI-IQ, plate reader, 10 min; percent FRET-ratio fall versus neutral wells;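 active means mean replicate inhibition of at least 30% and at least 1% of replicates passing that level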;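 further: 0% = median of the neutral control wells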
Cardio protect: protects H9c2 cardiomyocytes from peroxide injury | H2O2 injury protection, ATPLite, 2 h | protection from H2O2 cell death, % at 20 µM | hit rate 0.63% among 360,000 | AID 588492;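 active means compounds giving at least 50% protection of heart cells from peroxide-induced death in the single-dose screen, raw or plate-pattern-corrected value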;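 further: 0% = DMSO wells with peroxide and 100% = DMSO wells without peroxide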
ABCB6 inh 2: human ABCB6 transporter inhibition. Q9NP58. K562-ABCB6 porphyrin accumulation, flow cytometry, 1 h; active compounds read low. fluorescence ratio to DMSO, % at 10 µM. hit rate 0.19% among 360,000. AID 602162;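 active means fluorescence ratio to DMSO below 75%, the collection mean minus 3 SD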;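 further: signal is porphyrin accumulated inside mitochondria; 100% equals median channel fluorescence of DMSO control wells; lower ratio means ABCB6 inhibition with less porphyrin fluorescence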
MC4R antagonist: human MC4R antagonism in cAMP assay | AID 540295 | MC4R-expressing cells, MTII-stimulated cAMP, LANCE TR-FRET | hit rate 0.48% among 360,000 | P32245 | inhibition, % at 6.5 µM;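 active means inhibition above its plate's cutoff, the mean of tested wells on that plate plus 3 SD, cut at about 29% in these data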;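 further: 0% = Melanotan II alone and 100% = Melanotan II plus saturating MCL0020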
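Material: U2OS-MC4R stable cell line | Reagent: Melanotan II challenge after compound preincubation | Doses: One concentration, 6.5 µM nominal | Incubation: 30-min compound preincubation, 1-h Melanotan II challenge, 1-h detection, room temperature | Signal: TR-FRET cAMP assay | Replicates: One well per compound, no replicates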
aDG glyco act: alpha-DG glycosylation activation; Pro5-aDG cells, alpha-DG glycosylation AlphaScreen (IIH6); 0% Pro5, 100% B10-LARGE cell signal; activation, % at 10 µM; hit rate 0.22% among 360,000;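 active means activation of at least 8% versus controls, or a plate z-score of at least 8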;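 further: Pro5 are CHO cells carrying HIG-tagged alpha-DG that lacks glycosylation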
* = called active by the depositor; . = not tested or not shown.

SMILES	m5-HT2A agonist	PDI turbidity	Vif imaging	N-glyco inh	MC4R ag barr	CaV13 FRET inh	Cardio protect	ABCB6 inh 2	MC4R antagonist	aDG glyco act
COc1ccc(N(CC(=O)NCC2CCCO2)S(=O)(=O)c2ccc(C)cc2)cc1OC (centres undefined)	5	5	-11	1	0.3	-5	3	87	-4	-0.2
Cc1nn(C)cc1/C=N/NC(=O)C(C)(C)Oc1ccc(Cl)cc1	-2	7	6	1	-0.8	-5	-2	103	6	-0.1
Cc1ccc(Cl)cc1NC(=O)C1COc2ccccc2O1 (centres undefined)	-6	-4	10	-3	-0.3	-5	8	96	2	-0.2
CC(C)N(Cc1nccn1C)C(=O)CCc1nnc(CCCc2ccccc2)o1	1	0	0	-1	-3.1	4	8	103	3	0.3
CCn1c(SCC(=O)Nc2ccccc2OC)nc(O)cc1=O	2	7	-2	3	-1.2	-2	-4	89	2	-0.1
CCCCOc1ccc(OCCSc2nc3ccccc3n2CC(=O)O)cc1	3	-1	29	1	0.7	-5	6	97	-6	-0.1
COc1cccc(C(=O)Nc2ccccc2N2CCN(C(=O)c3ccccc3)CC2)c1	6	-2	-2	3	-0.4	-2	27	78	3	-0.1
OC(CN1CCNCC1)Cn1c2ccccc2c2ccccc21 (centres undefined)	18*	14	-12	-3	1.1	-3	2	92	4	0.3
O=C(O)c1csc(Br)c1Br	0	-3	1	1	-1.5	.	-5	101	-1	-0.2
C=CCc1cc(OC)ccc1OCCN(C)Cc1ccccc1	-9	-4	6	-4	1.2	.	-12	104	4	-0.2
N#CC(c1ccc(Cl)cc1)c1ccc(Cl)nn1 (centres undefined)	-7	-20	-5	-1	-1.9	-5	5	98	6	0.5
CCCCC(=O)Nc1cccc(NC(=O)CC)c1	-1	2	7	2	1.3	-5	0	99	-2	-0.2
COCCCN1C(=O)N(c2ccccc2)C(=O)C1CC(=O)Nc1ccccc1 (centres undefined)	1	-2	-3	-1	-0.6	-4	0	104	7	0.0
Cc1ccc(C)c(NC(=O)NNS(=O)(=O)c2ccc(C)c(C)c2)c1	-8	4	0	2	2.6	-6	1	100	1	-0.1
COC(=O)c1cc(S(=O)(=O)NCc2ccccc2OC)cn1C	0	-7	-2	1	0.1	-13	-4	101	9	0.1
O=C(O)c1ccc(CSc2nc3c(c(=O)[nH]2)CCC3)cc1	3	-3	.	-1	0.6	-6	3	96	3	-0.4
CCNC(=O)C1(C)CCN1CCS(=O)(=O)c1ccc(C)cc1 (centres undefined)	0	5	13	2	0.0	-9	2	104	10	-0.1
COc1cccc(/C=C2\SC(=S)N(CCCC(=O)N3CCCC3)C2=O)c1	2	11	4	2	-1.4	.	-3	99	-5	0.6
CCCCC(NC(C)=O)c1nc2ccccc2n1CCCC (centres undefined)	-4	-6	-1	1	-1.2	.	-4	137	2	0.1
CCOC(=O)c1[nH]c2cc(OC)c(OC)cc2c1NC(=O)c1nonc1C	0	4	-4	5	0.1	-3	7	103	11	-0.2
O=c1nc(N2CCCCC2)nc2n1CCO2	0	-5	-6	3	5.4	-7	1	98	9	-0.4
O=C(CNS(=O)(=O)c1ccccc1)N1CCN(C(=O)c2ccco2)CC1	6	-2	3	1	-2.1	-5	0	95	3	1.2
CNc1cc(F)nc(F)n1	-1	10	-18	1	3.4	-3	0	105	8	0.5
CC(O)(c1ccc(F)c(F)c1)c1nc(-c2csc3ccccc23)cs1 (centres undefined)	-9	-10	-1	1	1.2	-6	-21	98	14	0.7
CC[C@@H]1C=C(C(=O)O)[C@H](c2ccc(OC)c(OC)c2)N1S(=O)(=O)c1ccc(C)cc1	2	2	.	1	1.4	-5	19	104	6	0.0

Next part (four carried over from the part before).
SMILES	m5-HT2A agonist	PDI turbidity	Vif imaging	N-glyco inh	MC4R ag barr	CaV13 FRET inh	Cardio protect	ABCB6 inh 2	MC4R antagonist	aDG glyco act
O=C(CNS(=O)(=O)c1ccccc1)N1CCN(C(=O)c2ccco2)CC1	6	-2	3	1	-2.1	-5	0	95	3	1.2
CNc1cc(F)nc(F)n1	-1	10	-18	1	3.4	-3	0	105	8	0.5
CC(O)(c1ccc(F)c(F)c1)c1nc(-c2csc3ccccc23)cs1 (centres undefined)	-9	-10	-1	1	1.2	-6	-21	98	14	0.7
CC[C@@H]1C=C(C(=O)O)[C@H](c2ccc(OC)c(OC)c2)N1S(=O)(=O)c1ccc(C)cc1	2	2	.	1	1.4	-5	19	104	6	0.0
COc1ccc(-c2c(-c3ccc(OC)cc3O)nc(C)nc2C(F)(F)F)cc1	-2	-5	-1	0	0.7	-18	-5	100	9	-0.1
CCOc1nc(-c2ccccc2O)nc2ccccc12	-1	3	-2	-4	2.6	-7	-5	90	4	-0.1
Cc1ccc(/C=C/C(=O)O)cc1S(=O)(=O)NCCCC(=O)O	8	3	-6	1	-1.0	-1	-1	96	3	-0.2
COc1cccc(OC)c1NC(=O)Cc1nn(C)c(=O)c2ccccc12	-1	-3	-3	1	0.0	-8	-10	86	7	1.6
O=C(Nc1ccccc1Cl)c1ccc2c(c1)N(Cc1ccc(F)cc1)C(=O)CS2=O (centres undefined)	-6	.	0	0	-0.4	-4	-14	107	19	1.1
COc1ccc(C(=O)Nc2cc(OC)c(Cl)cc2Cl)cc1	3	2	-2	1	1.6	-2	-8	99	13	0.4
Cc1cccc(N(Cc2ccccc2F)S(C)(=O)=O)c1	7	5	8	-1	-1.1	.	16	104	5	0.3
CN(CC(=O)Nc1ccccc1Cl)C(=O)CSc1nnc(-c2ccco2)o1	1	-9	12	4	-2.3	4	-7	103	6	0.0
Cc1ccc(CN2CCN(Cc3cnc(N4CCOCC4)s3)CC2CCO)o1 (centres undefined)	3	-5	1	0	-0.2	-3	-5	103	8	0.5
O=C(Nc1ccccn1)c1csc2c1CCCC2	-3	5	-1	-2	-4.0	-3	-11	100	-3	-0.4
Cc1ccc(C)c(-c2nnc(NC(=O)c3ccc([N+](=O)[O-])o3)o2)c1	-13	-12	-8	5	-5.4	-4	43	104	-4	0.4
N#C/C(=C\c1c(N2CCC(C(N)=O)CC2)nc2ccccn2c1=O)C(=O)NCc1ccco1	-1	-9	-3	2	-2.1	-3	5	94	5	0.0
Cc1cc(C(=O)NC2CC(C)(C)Cc3c2cnn3-c2ccccc2)n(C)n1 (centres undefined)	-4	10	-10	-1	-2.7	-5	-3	94	-7	0.1
COc1ccc2[nH]c(C(=O)N3CCC(n4nccc4NC(=O)C4CC4)CC3)c(C)c2c1	2	-3	13	3	-2.9	-3	-1	100	1	0.1
CCCc1cc(C(=O)Cc2ccc(F)cc2)c(O)cc1O	-3	12	4	2	1.9	-5	-33	96	-5	0.2
O=C(CN1C(=O)/C(=C/c2ccco2)SC1=S)Nc1ccc(O)c(C(=O)O)c1	-2	-4	3	0	-2.1	-6	0	105	6	-0.1
Cc1ccc(NC(=O)Nc2cc(-c3ccccc3)nn2C)cc1Cl	-5	-4	5	-2	-0.4	2	1	103	8	-0.1
Cn1cccc1/C=N/NC(=O)c1ccccn1	3	9	2	-1	-2.1	-3	-4	93	9	0.0
O=C(c1ccccc1)N1N=C(C(F)(F)F)CC1(O)c1ccccc1O (centres undefined)	-2	11	-14	-1	1.7	-20	-7	102	1	-0.2
Cc1nn(-c2ccccc2)c2ncc(C(=O)c3cc(Cl)ccc3O)cc12	-1	-3	2	3	2.9	-2	-9	101	-1	-0.1
O=C1c2ccc(Oc3ccc4c(c3)C(=O)N(CCCCO)C4=O)cc2C(=O)N1CCCCO	6	3	-4	3	-1.2	-5	-4	102	2	0.1
CCn1c(=O)c(C(=O)NCc2ccc(OC)c(OC)c2)c(O)c2ccccc21	1	-7	-3	2	-0.3	-6	28	98	11	0.9
N/C(=N\OC(=O)CCC1CCCC1)c1ccccc1	0	-3	3	-2	-1.7	-4	-4	108	-2	0.3
c1ccc(C2OCC3(CO2)COC(c2ccccc2)OC3)cc1 (centres undefined)	-2	-6	7	1	-1.2	-3	1	91	5	-0.2
Cc1c(-c2ccccc2)nc2ccccc2c1C(=O)O	-2	-2	2	2	-0.7	-4	7	104	19	0.0
SMILES	m5-HT2A agonist	PDI turbidity	Vif imaging	N-glyco inh	MC4R ag barr	CaV13 FRET inh	Cardio protect	ABCB6 inh 2	MC4R antagonist	aDG glyco act
C=CCOc1nc2c(c(=O)n(Cc3ccc(Cl)c(Cl)c3)c(=O)n2C)n1C	1	4	-1	0	0.7	-5	-4	105	10	-0.1
CCC/C=C(\CCC)C(NC(=O)Cc1ccccc1)c1ccc(C(=O)OC)cc1 (centres undefined)	-8	3	-8	-2	-0.1	.	0	96	3	0.8
Cc1ccc(-n2c(C)cc(=O)cc2C)cc1[N+](=O)[O-]	4	-14	30	2	-2.6	-3	-3	97	-19	0.0
CCOC(=O)CN1C(=O)S/C(=C/C=C/c2ccc(N(C)C)cc2)C1=O	0	5	2	-2	-0.6	-7	-6	262	4	0.1
CC(C)Sc1nc2sccc2c(=O)n1-c1ccccc1	3	-20	17	3	2.6	-4	-8	102	7	0.0
CSc1ncccc1C(=O)NNC(=O)c1ccc(NS(=O)(=O)c2cccs2)cc1	9	-1	-3	3	2.5	-3	-2	102	-8	0.1
Cc1onc(-c2ccccc2Cl)c1C(=O)NC(=S)Nc1ccccc1F	-4	7	-1	0	-1.7	-20	-6	100	11	0.2
O=S(=O)(N/N=C/c1cn(Cc2ccccc2)c2ccccc12)c1ccccc1	-6	9	1	-13	-2.7	-6	-15	91	4	0.0
COc1ccc([C@H]2CC(=O)C=C(c3ccc(-c4ccccc4)c(F)c3)C2)cc1OC	-3	-1	-1	-1	-0.2	-5	-4	88	12	0.2
Cc1ccc(N2CSC3=C(C#N)C(c4cccs4)CC(=O)N3C2)cc1 (centres undefined)	2	.	0	1	0.9	-6	5	103	11	-0.1
FC(F)(F)c1cc(-c2cccs2)nc2cc(-c3ccccc3)nn12	2	-1	-8	2	5.5	-3	-3	100	1	0.0
Nc1ncnc(Oc2cccc3cccnc23)c1[N+](=O)[O-]	2	-3	0	1	-3.5	-2	3	102	5	1.0
Cc1ccc(C(=O)NCCNC(=O)c2ccccc2)cc1	-1	5	3	-3	-0.5	-2	-7	95	18	0.4
O=C(CSc1nc2cc(Cl)ccc2s1)c1cc2ccccc2o1	0	6	-4	1	-1.6	-7	-10	107	3	0.3
CCc1nc2ccc(C(=O)NCCc3ccccn3)cn2c1N(C)Cc1nccs1	2	5	-8	0	2.6	-11	15	104	8	0.1
CCCN(CCC)C(=O)COc1cc(=O)n(CC)c2ccccc12	-2	.	10	3	0.1	-2	5	104	3	0.1
Cc1nc2oc3c(NCc4ccccn4)ncnc3c2c2c1COC(C)(C)C2	2	-12	3	3	-1.0	-3	22	97	1	0.0
O=c1cc(CO)oc(CN2CCN(c3cccc(C(F)(F)F)c3)CC2)c1O	8	1	-5	-1	-1.2	-3	1	91	9	0.1
COc1ccc(S(=O)(=O)N2CCCCCC2)cc1NC(=O)CCCOc1ccccc1	-7	3	-2	-2	-2.9	-6	-7	97	8	0.0
